Assay outcomes from PubChem.
PKA-R2B act – activates the human PKA-R2B holoenzyme complex; activation, % at 11.4 µM; PKA-R2B holoenzyme dissociation, Cy5-IP20 fluorescence polarization; R2B truncated from residue 108, S112A mutant; 0% DMSO only, 100% 113 µM cGMP; AID 504700; P22694+P31323; 0.079% of 340,000 active;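 active means activation above a cutoff set at the mean over all compounds plus 3 SD, cut at about 18% in these data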;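 further: higher means more holoenzyme dissociation and a rise in polarization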
Target sequence (P31323 whole entry, looked up, other chains not shown, the tested form may be a part): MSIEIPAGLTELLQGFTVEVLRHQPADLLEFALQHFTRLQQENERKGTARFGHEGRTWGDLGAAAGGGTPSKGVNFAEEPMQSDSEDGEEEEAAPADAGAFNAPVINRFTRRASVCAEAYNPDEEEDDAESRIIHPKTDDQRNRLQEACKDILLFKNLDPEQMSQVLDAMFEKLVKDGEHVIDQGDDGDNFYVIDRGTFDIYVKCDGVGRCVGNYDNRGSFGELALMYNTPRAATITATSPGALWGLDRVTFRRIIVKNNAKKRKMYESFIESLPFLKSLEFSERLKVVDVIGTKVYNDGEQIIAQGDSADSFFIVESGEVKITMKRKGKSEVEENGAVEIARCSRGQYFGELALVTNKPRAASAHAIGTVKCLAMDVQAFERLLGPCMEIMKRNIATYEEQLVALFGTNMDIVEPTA
PKA-R1A activ – PKA-R1A complex activation; PKA-R1A dissociation, Cy5-IP20 fluorescence polarization; scaled: DMSO 0%, 113 µM cGMP 100%; P00514+P68181; 0.083% of 340,000 active; activation, % at 11.4 µM;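 active means percent activation above the mean of all tested compounds plus 3 SD, cut at about 19% in these data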;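 further: higher means more PKAc released from R1A so a rise in polarization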
MOR-DOR ag – agonists of human mu-delta opioid receptor heterodimerization | 0.3% of 340,000 active | AID 504326 | activation, % at 9.3 µM | P35372+P41143 | cells, OPRM1-OPRD1 heterodimerization, luminescence; in the data active means activation above about 18%;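 further: 0% = vehicle-treated cells and 100% = reference agonist; values of inactives mirror those of a sister screen read the other way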
HTR5A inv ag – counter-screen for OPRM1-OPRD1 inverse agonists: human HTR5A inverse agonism | inhibition, % at 9.3 µM | 0.083% of 340,000 active | HTR5A cell line, luminescence | P47898; in the data active means inhibition mostly above about 23%, no sharp cut-off; inactive means mostly below about 18%;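 further: 0% = cells with DMSO and 100% = no-cell wells with DMSO; some compounds called inactive have numbers as strong as hits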
Target sequence (P47898 whole entry, looked up): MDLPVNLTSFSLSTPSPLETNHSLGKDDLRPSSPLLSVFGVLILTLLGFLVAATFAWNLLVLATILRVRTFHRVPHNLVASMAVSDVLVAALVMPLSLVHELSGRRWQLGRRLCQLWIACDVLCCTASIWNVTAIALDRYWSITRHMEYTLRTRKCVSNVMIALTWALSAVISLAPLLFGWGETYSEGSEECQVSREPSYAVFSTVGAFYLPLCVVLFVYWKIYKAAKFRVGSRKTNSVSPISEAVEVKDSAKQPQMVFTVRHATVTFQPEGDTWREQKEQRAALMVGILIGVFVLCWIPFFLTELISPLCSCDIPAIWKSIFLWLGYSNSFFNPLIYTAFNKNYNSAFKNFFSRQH
PfHsp90 set2 – growth inhibition of yeast expressing Plasmodium Hsp90. S. cerevisiae expressing PfHsp90, BacTiter-Glo ATP, 48 h; yeast lacking PDR1 and PDR3 efflux regulators. inhibition, % at 9.4 µM. 0.32% of 310,000 active;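 active means every replicate shows inhibition above about 80%, whatever the replicate mean, limit read from the data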;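 further: 0% = DMSO neutral controls and 100% = 20 µM radicicol positive controls; yeast relying on Plasmodium falciparum Hsp90 in place of its own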
OPRM1-OPRD1 inv – inverse agonist of human OPRM1-OPRD1 heterodimerization; P35372+P41143; cell-based MOR-DOR heterodimer luminescence, inverse agonism; inhibition, % at 9.3 µM; 0.21% of 340,000 active; AID 504357; in the data active means inhibition above about 22%, passing the limit was not always enough;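 further: 0% = cells with DMSO and 100% = wells without cells with DMSO; values of inactives mirror those of a sister screen read the other way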
E coli growth – bacterial growth inhibition, counter-screen for AddAB inhibitors. E. coli V3065 growth, OD600 absorbance, 18 h. inhibition, % at 11.9 µM. 0.27% of 330,000 active. AID 449728;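 active means inhibition above the campaign's mean inhibition across all tested compounds plus 3 SD, cut at about 9.9% in these data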;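 further: uninfected addAB+ strain grown without phage in ampicillin broth; 0% = DMSO wells and 100% = ciprofloxacin 0.95 µg/ml wells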
AddAB inh – less growth of phage-infected E. coli with AddAB; E. coli expressing H. pylori AddAB, absorbance growth; inhibition, % at 11.9 µM; 0.29% of 330,000 active; in the data active means inhibition above about 12%;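 further: 0% = vehicle wells of infected cells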
phage Ecoli inh – E. coli growth loss with phage present; inhibition, % at 11.9 µM; growth absorbance; 0.26% of 360,000 active; AID 651602; in the data active means inhibition above about 11%
Tat export inh – E. coli Tat transport inhibition | E. coli MC4100 TorA-mCherry Tat export, fluorescence | inhibition, % at 10 µM | 0.036% of 340,000 active | AID 488895;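 active means mean replicate inhibition at least 50% and at least half of replicates individually reaching 50%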;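 further: exported cargo escapes ClpAP degradation while cytoplasmic cargo is degraded and loses fluorescence; 0% = median of neutral control wells and 100% = median of NaSCN control wells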
SUMO Mot1 rescue – blocks SUMOylation pathway, rescuing yeast Mot1-301 growth. S. cerevisiae Mot1-301 growth rescue, ATP luminescence, 38.5C; percent above DMSO median, 100 means doubled. growth rescue, % at 18.8 µM. 1% of 320,000 active;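 active means every valid replicate shows activation above 250% relative to neutral control wells; inactive means the rest, any valid replicate at or below 250%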;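 further: OY570 slx delta 5 strain wells were the positive control but not used for scaling; some compounds called inactive have numbers as strong as hits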
Starred values were filed as active, the others as inactive; x = no result given. Rows are unselected, and some 2.2% of all compounds hit somewhere here.

SMILES	PKA-R2B act	PKA-R1A activ	MOR-DOR ag	HTR5A inv ag	PfHsp90 set2	OPRM1-OPRD1 inv	E coli growth	AddAB inh	phage Ecoli inh	Tat export inh	SUMO Mot1 rescue
CC(C)N1CC(O)=C(c2nc3ccccc3c(=O)[nH]2)C1=N	9.2	1.1	-2.2	-5.5	-6.1	11.0	-1.4	3.2	1.0	-4.6	4.9
CCOc1cc(Cl)c(NC(=O)CC)cc1OCC	3.4	4.6	0.2	-6.2	-4.3	-1.2	0.3	0.8	0.4	-1.3	15.3
CC(C)[C@@H]1N[C@]2(C(=O)Nc3ccccc32)[C@@H]2C(=O)N(c3cccc(C(F)(F)F)c3)C(=O)[C@@H]21	4.3	1.5	-0.6	4.6	7.7	2.8	-0.5	0.8	1.7	4.1	8.1
COc1ccccc1OCCCOc1ccc(C)cc1Br	-16.0	-9.3	4.4	-13.5	-19.3	-22.9	-0.6	2.7	3.8	0.5	7.5
COc1ccc(C2C(C(N)=O)=C(C)Nc3nc(-c4ccccc4OC)nn32)cc1OC (stereo not given)	-3.0	5.5	1.0	2.1	-51.3	-5.7	1.0	3.3	1.9	-8.6	4.9
Cn1c(CC(=O)Nc2ccc(F)cc2)c(Sc2ccccc2)c2ccccc21	1.1	-12.7	6.6	-9.7	15.4	-48.3	0.3	1.8	5.4	1.6	68.7
Cc1nc2ccccn2c1C(=O)/C=C/c1ccc(F)cc1	-8.8	-8.9	-1.7	3.7	x	7.7	-0.9	4.0	0.3	-7.7	4.4
COc1ccc(OC)c(NC(=O)CSc2ccccc2)c1	-11.2	-2.9	-2.5	-26.7	-13.0	13.4	-0.4	0.3	4.6	-2.8	-22.8
CCc1ccc(OCC(O)CN2CCCC2)cc1 (stereo not given)	3.4	-9.9	-0.8	17.9	17.1	4.0	0.2	3.7	2.2	-14.8	-16.1
COc1ccc(-c2cn(-c3ccc(C)cc3)c(=O)n2CC(=O)Nc2ccc(OC)cc2OC)cc1	-3.9	2.0	2.3	-1.2	-18.9	-11.8	-0.4	2.6	2.5	1.0	-3.0
CC1=Nn2c(nnc2-c2cccs2)SC1	-7.6	-4.1	1.8	12.9	-41.8	-10.3	2.0	0.5	2.3	9.4	162.8
COc1ccc(-c2[nH]ncc2CN(C)Cc2c(C)n[nH]c2C)c(OC)c1	-5.1	-2.6	-0.8	3.3	-26.5	3.7	0.4	1.9	-0.5	5.3	6.0
COc1ccc(NC(=O)C(NC(=O)Cc2cccs2)c2ccccc2)cc1 (stereo not given)	-7.4	-1.3	-1.4	-11.2	-22.3	7.4	0.7	1.8	3.1	0.8	-0.8
CC(=O)Nc1ccc(OC(=O)c2cc3cc(Br)ccc3oc2=O)cc1	-7.1	-2.7	-0.2	-16.1	5.7	1.1	2.6	3.3	2.8	0.1	16.3
COc1ccc(C)cc1S(=O)(=O)Nc1cccc(-c2ccc(N3CCCCCC3)nn2)c1	-7.4	-10.2	-1.0	-3.3	-27.6	5.3	-1.8	3.7	1.1	8.2	0.5

Some of the entries above, set out differently:
Values run as follows: PKA-R2B act	PKA-R1A activ	MOR-DOR ag	HTR5A inv ag	PfHsp90 set2	OPRM1-OPRD1 inv	E coli growth	AddAB inh	phage Ecoli inh	Tat export inh	SUMO Mot1 rescue
Cn1c(CC(=O)Nc2ccc(F)cc2)c(Sc2ccccc2)c2ccccc21
    1.1	-12.7	6.6	-9.7	15.4	-48.3	0.3	1.8	5.4	1.6	68.7
COc1ccc(-c2[nH]ncc2CN(C)Cc2c(C)n[nH]c2C)c(OC)c1
    -5.1	-2.6	-0.8	3.3	-26.5	3.7	0.4	1.9	-0.5	5.3	6.0
CC(C)N1CC(O)=C(c2nc3ccccc3c(=O)[nH]2)C1=N
    9.2	1.1	-2.2	-5.5	-6.1	11.0	-1.4	3.2	1.0	-4.6	4.9
CC(C)[C@@H]1N[C@]2(C(=O)Nc3ccccc32)[C@@H]2C(=O)N(c3cccc(C(F)(F)F)c3)C(=O)[C@@H]21
    4.3	1.5	-0.6	4.6	7.7	2.8	-0.5	0.8	1.7	4.1	8.1
COc1ccc(C)cc1S(=O)(=O)Nc1cccc(-c2ccc(N3CCCCCC3)nn2)c1
    -7.4	-10.2	-1.0	-3.3	-27.6	5.3	-1.8	3.7	1.1	8.2	0.5

The list continues:
SMILES	PKA-R2B act	PKA-R1A activ	MOR-DOR ag	HTR5A inv ag	PfHsp90 set2	OPRM1-OPRD1 inv	E coli growth	AddAB inh	phage Ecoli inh	Tat export inh	SUMO Mot1 rescue
CCOc1ccc(Oc2ccc(C(F)(F)F)cc2N)cc1	-3.0	-12.6	2.6	8.6	-21.7	-18.0	-0.5	0.7	3.3	6.3	35.2
COc1cc2[nH]c(=S)nc(NCc3cccs3)c2cc1OC	-13.4	-8.8	-3.7	16.6	-0.8	18.5	1.4	-0.2	2.1	3.1	-8.4
O=C(COC(=O)c1ccc(S(=O)(=O)N2CCCC2)cc1)Nc1cccnc1Cl	1.9	3.0	-2.2	3.2	-45.1	12.5	0.4	1.0	5.3	8.1	6.2
CC1CCC/C(=N\NC(=O)Nc2ccccc2)C1 (stereo not given)	-0.1	-3.5	0.8	2.3	-6.5	-3.9	0.8	8.7	2.0	-3.9	-19.5
CC1Cc2ccccc2N1C(=O)CSc1nnc2sc3ccccc3n12 (stereo not given)	-4.6	-10.7	1.8	-11.7	-65.6	-10.7	-1.4	0.2	0.8	7.6	4.5
CSCCC1NC(=O)C(C(C)=NNC(N)=O)=C1O (stereo not given)	2.8	0.3	-2.9	2.5	-6.4	14.3	x	x	1.8	13.7	x
COCCNC(=O)c1ccc(NC(=O)C2(c3ccccc3)CCCC2)cc1	4.2	2.0	0.0	-28.0	-4.6	0.1	-0.3	1.1	2.6	-7.6	-3.8
CC1=CC(c2ccccc2)NC(=S)N1 (stereo not given)	-13.5	-18.4	-2.4	8.6	-20.9	10.9	-1.2	-0.5	5.6	-2.3	8.4
CCN(CC(=O)N1CCCCC1)S(=O)(=O)c1ccccc1	6.8	9.5	-4.9	-12.5	-11.4	24.9	-2.7	-1.6	1.3	-3.4	0.9
Cc1ccc(C)c(-n2c(-c3csc(C)c3C)n[nH]c2=S)c1	-2.7	-7.4	1.3	-3.8	-23.3	-6.7	0.3	0.5	2.1	-0.6	6.2
COc1ccc(C(C(=O)NC2CCCCC2)N(CC2CCCO2)C(=O)CNC(=O)c2ccco2)cc1 (stereo not given)	-9.3	-4.3	-3.2	4.4	-9.6	18.1	-3.4	2.3	2.5	0.4	10.5
Cc1cc(OCc2cccc(Cl)c2)c(C)cc1CN1CCOCC1	-1.0	1.8	7.1	-7.1	20.0	-33.1	-1.4	0.3	0.0	7.0	69.0
Cc1ccc(S(=O)(=O)N2CCCCC2CCNC(=O)C(=O)NCCc2ccco2)cc1 (stereo not given)	-7.5	2.0	-0.1	-4.5	-16.2	0.6	-1.5	-0.3	0.5	6.0	83.8
O=C(Oc1nsnc1N1CCOCC1)N1CCCCC1	-0.6	-3.5	-2.6	5.8	-3.0	14.8	0.4	-2.8	0.2	-3.8	51.8
COc1ccccc1OCCCC(=O)Nc1ccc2c(c1)OCCO2	-5.7	-5.8	0.1	3.3	-0.9	-0.3	1.7	-1.1	2.1	-5.1	0.8
CC1(C(=O)NC2CCCCC2)CCC(=O)N1Cc1cccnc1 (stereo not given)	5.5	3.1	-1.1	-7.2	9.1	6.1	-1.7	3.8	1.9	5.7	-22.9
COCc1nnc(NC(=O)CCC2CCCCC2)s1	4.5	-4.2	3.2	-44.1	x	-17.3	0.8	2.0	2.2	-2.2	2.4
CC(=O)/C=C(\C)Nc1c(C)n(C)n(-c2ccccc2)c1=O	3.0	-6.5	-2.9	8.5	20.8	14.7	2.9	0.3	3.7	-2.4	10.8
CCc1nnc(NC(=O)COC(=O)c2cc(OC)cc(OC)c2)s1	5.3	-0.9	-0.2	11.9	-5.7	1.1	0.6	-2.4	2.5	-7.2	-12.7
Cc1ccc(C)c(-c2nnc(NC(=O)COc3ccccc3)o2)c1	9.1	0.2	-2.5	-1.4	-18.2	12.3	-5.1	-3.5	-2.8	-0.3	17.3
CCOC(=O)N1CCN(c2nc3ccc(C(=O)c4ccccc4)cc3n3cnnc23)CC1	-2.4	-3.0	-2.6	-11.8	-10.5	12.9	0.0	-2.2	0.6	9.5	-6.4
Cc1ccc(S(=O)(=O)NCCc2ccncc2)cc1	3.6	9.4	-0.6	-11.4	x	3.3	0.0	3.4	2.0	-0.4	-8.1
C/C(=N\NC(=O)CSc1nc2ccccc2c(=O)n1-c1ccccc1C)c1cccs1	-8.4	-3.7	-4.1	-23.7	-19.6	21.5	0.8	-0.3	2.8	-0.1	-11.3
Cc1c(C#N)c2ccccc2n1CC(=O)NCc1cccnc1	-3.5	-0.8	-1.2	17.4	3.5	6.2	-0.1	-0.3	0.5	-5.3	7.1
Nc1cc(S(=O)(=O)N2CCOCC2)ccc1Oc1ccc(F)cc1	8.6	1.2	0.1	-6.3	x	-0.3	-0.8	1.4	2.0	-5.7	-15.9
O=C1C=C(NCc2ccc(Cl)cc2)CC(c2ccco2)C1 (stereo not given)	-1.1	5.0	-2.1	12.5	-3.8	13.3	2.9	0.9	2.5	-1.3	-33.9
Cn1cccc1/C=C1\SC(=O)N(CC(=O)Nc2ccc(F)cc2)C1=O	-4.2	-0.1	0.7	9.3	6.2	-3.8	1.2	3.6	1.1	-7.8	5.5
COc1ccc(S(=O)(=O)N(C)CC(=O)Nc2ccccc2OC)cc1	3.6	5.0	0.2	-16.5	-8.6	-1.0	-1.2	0.1	2.1	2.9	-1.8
CCOc1ncccc1C(=O)Nc1ccc(S(=O)(=O)Nc2nc(C)cc(C)n2)cc1	-10.4	5.3	-4.9	-9.9	6.5	18.4	1.1	1.6	0.0	-10.5	-13.7
O=C(O)C1CCC1C(=O)Nc1nc(-c2ccc(Cl)s2)cs1 (stereo not given)	2.0	-7.1	1.1	-8.3	-14.5	-5.3	-0.8	2.5	0.8	-12.5	-8.2
C/C(N)=C(/C#N)C(=O)CSc1cc(C)c2cc(C)cc(C)c2n1	-8.1	-9.8	0.8	1.2	x	-3.8	-1.0	2.4	-0.3	24.7	4.2
Cc1noc(NC(=O)c2ccc(Cl)cc2)c1Cl	-5.2	-2.6	-0.1	26.4	5.0	0.3	2.0	2.1	2.8	4.8	14.1
CC(C)CNC(=O)CN1C(=O)NC(Cc2c[nH]c3ccccc23)C1=O (stereo not given)	-1.5	2.9	-2.1	5.1	15.6	9.8	1.3	3.0	3.5	-6.9	9.8

Random excerpt: two entries already listed, in no set order.
SMILES	PKA-R2B act	PKA-R1A activ	MOR-DOR ag	HTR5A inv ag	PfHsp90 set2	OPRM1-OPRD1 inv	E coli growth	AddAB inh	phage Ecoli inh	Tat export inh	SUMO Mot1 rescue
C/C(=N\NC(=O)CSc1nc2ccccc2c(=O)n1-c1ccccc1C)c1cccs1	-8.4	-3.7	-4.1	-23.7	-19.6	21.5	0.8	-0.3	2.8	-0.1	-11.3
COCc1nnc(NC(=O)CCC2CCCCC2)s1	4.5	-4.2	3.2	-44.1	x	-17.3	0.8	2.0	2.2	-2.2	2.4
